Compound activity: PubChem BioAssay, several laboratories
TRPC6 inh – mouse TRPC6 channel inhibition; Q61143; HEK293-TRPC6, membrane potential dye, ACh-evoked depolarization; hits give low values; B-score at 10 µM; 310,000 tested, 1.1% active; AID 2553;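 active = B-score under library mean minus 3 SD, initial fluorescence not abnormally high, positive integrated signal ratio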;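 also: B-score derived from integrated fluorescence ratio over the kinetic read; more negative B-score means stronger inhibition of depolarization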
MrgX1 PAM – human MrgX1 positive allosteric modulation, primary screen; 310,000 tested, 0.63% active; MrgX1-HEK293, Fluo-4 calcium flux, FDSS; hits give high values; Q96LB2; B-score at 10 µM; AID 588675;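 active = plate-corrected calcium response at least 3 library SD above typical, normal starting fluorescence, not activating the receptor alone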;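 also: compound read alongside a low EC10 to EC30 dose of BAM8-22 agonist; peak minus trough fluorescence over baseline measured at the second addition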
Target sequence (Q96LB2 whole entry, looked up): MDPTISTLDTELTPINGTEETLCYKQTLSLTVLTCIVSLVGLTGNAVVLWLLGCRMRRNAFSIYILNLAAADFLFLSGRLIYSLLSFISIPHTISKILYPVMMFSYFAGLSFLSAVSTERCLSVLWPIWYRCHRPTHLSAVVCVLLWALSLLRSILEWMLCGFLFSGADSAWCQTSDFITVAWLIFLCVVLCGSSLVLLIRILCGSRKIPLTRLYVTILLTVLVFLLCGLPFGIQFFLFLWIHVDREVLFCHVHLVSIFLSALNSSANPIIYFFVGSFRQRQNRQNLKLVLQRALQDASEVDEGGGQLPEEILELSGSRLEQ
HDAC3 inh – blocks human histone deacetylase 3. O15379. recombinant HDAC3, fluorogenic peptide/trypsin coupled, fluorescence. inhibition, % at 8.3 µM. 320,000 tested, 0.15% active. AID 2718; in the data active = inhibition above about 26%, passing the limit was not always enough; inconclusive = no clear call, values can overlap the other calls
Target sequence (O15379 whole entry, looked up): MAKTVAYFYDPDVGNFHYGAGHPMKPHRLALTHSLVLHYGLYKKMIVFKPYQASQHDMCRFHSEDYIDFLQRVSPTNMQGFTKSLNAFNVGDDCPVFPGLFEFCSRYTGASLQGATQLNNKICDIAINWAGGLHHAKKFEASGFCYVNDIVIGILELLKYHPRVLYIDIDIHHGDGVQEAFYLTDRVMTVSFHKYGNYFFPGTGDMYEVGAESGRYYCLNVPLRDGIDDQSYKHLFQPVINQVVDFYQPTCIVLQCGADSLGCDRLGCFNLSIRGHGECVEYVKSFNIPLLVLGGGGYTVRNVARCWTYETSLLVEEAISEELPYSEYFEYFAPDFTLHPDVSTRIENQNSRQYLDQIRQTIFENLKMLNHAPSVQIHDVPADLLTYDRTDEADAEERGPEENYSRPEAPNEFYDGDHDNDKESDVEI
RGS4 block – inhibitors of human RGS4. P49798. HEK293 M3R/RGS4 inducible, Fluo-4 calcium flux; hits give high values; triggered by carbachol at its EC20. B-score at 10 µM. 310,000 tested, 0.45% active. AID 463165;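 active = B-score, a plate-corrected calcium signal, over three deviations above library mean, with baseline fluorescence within five deviations of library mean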;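 also: RGS4 expression induced by doxycycline in cells with stable M3 receptor; B-score is computed from the integrated fluorescence ratio over baseline after carbachol; higher B-score means a larger calcium signal and so more RGS4 inhibition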
Target sequence (P49798 whole entry, looked up): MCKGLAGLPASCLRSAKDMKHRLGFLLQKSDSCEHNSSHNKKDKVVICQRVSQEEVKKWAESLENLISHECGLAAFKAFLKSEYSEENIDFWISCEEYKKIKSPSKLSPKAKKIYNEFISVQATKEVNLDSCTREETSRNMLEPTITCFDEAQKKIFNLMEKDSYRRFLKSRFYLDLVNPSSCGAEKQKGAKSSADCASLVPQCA
MrgX1 antag – antagonists of human MrgX1 receptor. 310,000 tested, 1.3% active. Q96LB2. MRGX1-HEK293 calcium flux, Fluo-4, BAM8-22 antagonism; hits give low values. B-score at 10 µM;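 active = calcium-response B-score plate-corrected more than 3 library SD below zero, starting fluorescence within 5 deviations, no agonist response on first addition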;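 also: peak minus trough fluorescence over baseline after final BAM8-22 challenge near maximal dose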
SKKanGAS inh – blocks kanamycin growth of S. pyogenes SKKanGAS strain. AID 1662. BacTiter-Glo, 6 h. inhibition, % at 7.5 µM. 300,000 tested, 1.3% active;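 active = mean replicate score, as percent of positive control median, at least 50; inconclusive = mean below 50 but one replicate at or above 50; inactive = mean and every replicate below 50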;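 also: strain carries kanamycin resistance gene driven by streptokinase promoter and grows in 40 µg/ml kanamycin; loss of luminescence reflects streptokinase promoter inhibition or plain growth inhibition; 0% = median of DMSO wells and 100% = positive control at its reference dose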
TRPC6 act – activators of mouse TRPC6 channel; HEK293-TRPC6 membrane potential dye fluorescence; hits give high values; B-score at 10 µM; 310,000 tested, 0.13% active; AID 2550;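 active = B-score of the integrated fluorescence ratio above library mean plus 3 SD, and starting fluorescence ratio within library mean plus 5 SD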;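 also: higher score means more depolarization so channel activation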
TMEM16A act – mouse TMEM16A channel activation, primary screen. HEK293 TMEM16A/YFP-H148Q/I152L, iodide quench fluorescence; hits give low values. B-score at 10 µM. 340,000 tested, 0.3% active. AID 623877;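 active = fluorescence-ratio B-score plate-corrected deviation score at least 3 library SD below zero, with starting fluorescence score within 5 deviations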;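 also: channel opened by trigger with iodide after compound preincubation; score built on the fluorescence ratio of max minus min over baseline; more negative score means more quench and so TMEM16A activation or potentiation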
MrgX1 agonist – human MrgX1 receptor agonism, primary screen; Q96LB2; MrgX1-HEK293 cells, Fluo-4 calcium fluorescence, agonist mode; hits give high values; B-score at 10 µM; 310,000 tested, 0.44% active;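 active = calcium response B-score plate-corrected fluorescence ratio at least 3 library SD, with starting fluorescence B-score inside 5 SD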
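times = overnight plating, then 30 min 37 °C plus 30 min room-temperature dye loading | assay system = stable human MrgX1 HEK293 cell line | input = fifteen thousand cells per well | signal = kinetic calcium dye fluorescence, Fluo-4 NW | dosing = compound delivered in addition one of three | read-out = B-scored fluorescence response ratio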
RGS4 act – potentiators or activators of RGS4 | HEK293 M3R/inducible RGS4, carbachol calcium flux Fluo4; hits give low values | B-score at 10 µM | 310,000 tested, 0.92% active | AID 463111;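 active = B-score of the integrated calcium signal more than 4 SD below the library mean, with starting fluorescence not abnormally high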;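 also: negative B-score means reduced calcium response which marks RGS4 activation or potentiation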
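System – HEK293 FlpIn-TREx cells, stable M3R, doxycycline-inducible RGS4 · Reagent – ECmax carbachol challenge · Times – compound preincubation 20 min at room temperature before agonist · Technique – Fluo4 fluorescence kinetic imaging of calcium · Measure – B score of integrated Fluo4 ratio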
ANO1 block – mouse TMEM16A channel inhibition, primary screen; Q8BHY3; HEK293 TMEM16A/YFP iodide influx fluorescence, ionomycin; normalized B-score (activity score, 25-100; higher = stronger inhibition) at 10 µM; 310,000 tested, 1.2% active; AID 588511;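 active = ratio plate-corrected score three or more library SD toward inhibition, starting fluorescence score within five deviations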;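 also: score derived from kinetic fluorescence span divided by baseline fluorescence per well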
An asterisk follows results filed as active; i = inactive; ? = inconclusive; nt = not tested or not shown.

compound	MrgX1 PAM	HDAC3 inh	MrgX1 agonist	TMEM16A act	MrgX1 antag	RGS4 act	SKKanGAS inh	TRPC6 act	ANO1 block	RGS4 block	TRPC6 inh
CCN(CCCNC(=O)CCCOc1cc(=O)n(C)c2ccccc12)Cc1ccccc1	i	0.0	i	i	i	i	-3.4	i	i	i	i
Cc1cc(=O)[nH]c(SCC(=O)Nc2nonc2C)n1	i	0.7	i	i	i	i	-5.8	i	i	i	i
O=C(/C=C/c1ccc(Cl)cc1)NC(=S)Nc1ccc(C(=O)O)cc1	i	4.4	i	i	i	i	2.6	i	i	i	i
CC(=O)c1cc2c(C)c(C(=O)c3ccccc3)oc2cc1O	i	3.1	i	i	i	i	-3.9	i	i	i	i
Cc1cc(N2CCOCC2)nc2ccc(NC(=O)CCC(=O)N3CCN(c4ccccc4F)CC3)cc12	i	-5.4	i	i	i	i	2.7	i	i	i	-6.56*
OCC1(Cc2ccccc2)CCN(C2CCN(c3ccccc3F)CC2)CC1	i	-4.7	i	i	i	i	nt	i	i	i	i
O=C(Nc1ccccc1-c1nnn(CC(=O)N2CCc3ccccc3C2)n1)C1CCC1	i	-1.7	i	i	i	i	-5.5	i	i	i	i
Cn1c(=O)c(C(=O)CN2CCc3ccccc32)c(N)n(Cc2ccccc2)c1=O	i	-6.0	i	i	i	i	5.7	i	i	i	i
Cc1cccn2c(=O)c(C(=O)NCCCN3CC(C)CC(C)C3)c(O)nc12 (stereo not drawn)	i	-4.6	i	i	i	i	-7.7	i	i	i	-5.12*
CC(=O)NN1C(=O)c2ccccc2NC1c1ccccn1 (stereo not drawn)	i	-11.5	i	i	i	i	1.3	i	i	i	i
Cc1nc2scc(-c3ccccc3)c2c(=O)n1N=C1C=CC(=O)C=C1	nt	nt	nt	nt	nt	-7.65*	8.6	i	nt	i	i
CCc1cc2cc(C)c(C)cc2nc1SCC(=O)NNC(=O)c1ccco1	i	1.7	i	i	i	i	-18.0	i	i	i	i
Nc1ccc(C(=O)OCc2nc3ccccc3[nH]2)cc1	i	3.0	i	i	i	i	7.3	i	i	i	i
O=C(CN1CCCCC1)Nc1ccc(F)c(Cl)c1	i	2.5	i	nt	i	i	-0.4	i	i	i	i
Cc1ccc(Oc2nc3ccccn3c(=O)c2/C=C(\C#N)C(=O)Nc2c(C)n(C)n(-c3ccccc3)c2=O)c(C)c1	i	1.2	i	i	i	i	-2.9	i	i	i	i
CC(=O)Nc1nnc(S(=O)(=O)N2CCN(c3ccc([N+](=O)[O-])cc3Cl)CC2)s1	i	-12.1	i	i	i	i	54.7*	i	i	i	i
CCOC(=O)c1c(C)[nH]c(N=Nc2ccccc2)c1C	i	?	i	i	i	i	33.1	i	i	i	i
CC(=O)N1c2ccc(S(=O)(=O)N3CCC(C(=O)NC4CCCC(C)C4C)CC3)cc2CC1C (stereo not drawn)	i	-7.7	i	i	i	i	-1.6	i	i	i	i
CCOC(=O)C1=NN(C(=O)Nc2cccc(C(F)(F)F)c2)C2C(=O)N(c3cccc(C(F)(F)F)c3)C(=O)C12 (stereo not drawn)	i	5.0	i	i	i	i	17.7	i	i	i	i
c1ccc(-c2ccccc2OCc2nnc3n2CCC3)cc1	i	0.2	i	i	i	i	4.0	i	i	i	i
COc1ccc(-c2noc(CCC(=O)NCCCN3CCC(Cc4ccccc4)CC3)n2)cc1	i	-4.1	i	nt	i	i	3.2	i	i	i	i
CCN(CC)CCCN1C(=O)C(=O)/C(=C(/O)c2ccccc2)C1c1cc(OC)ccc1OC (stereo not drawn)	i	2.7	i	i	i	i	1.7	i	i	i	i
N/C(=N\OC(=O)COc1cc(Cl)c(Cl)cc1Cl)c1ccccn1	i	4.5	i	i	i	i	-6.3	i	i	i	i
CCCc1c(C)c2cccc(C)c2[nH]c1=O	i	1.6	i	i	i	i	-7.1	i	i	i	i
Cc1cccc(-c2onc3ccc(C(=O)/C=C/N(C)C)cc23)c1	i	11.4	i	i	i	i	7.5	i	i	i	i
CCC(C(=O)OC)n1cnc2c(cnn2-c2ccc(Cl)cc2)c1=O (stereo not drawn)	i	-11.5	i	i	i	i	-9.3	i	i	i	i
COc1ccc(Cc2nc3ccc(C(=O)N(C)C(C)c4nccs4)cc3o2)cc1 (stereo not drawn)	i	-0.6	i	i	i	i	-1.9	i	i	i	i
CC(=O)c1cccc(NC(=O)c2ccc(N(Cc3ccccc3)S(C)(=O)=O)cc2)c1	i	17.1	i	i	i	i	-3.3	i	i	i	i
Cc1ccc(N(Cc2ccccc2)C(=O)c2ccc(Cl)c(S(=O)(=O)N3CCOCC3)c2)cc1	i	nt	i	i	i	i	35.3	i	i	i	i
Cc1cnc(C(=O)OCC(=O)Nc2ccc(Cl)cn2)cn1	i	-2.0	i	i	i	i	-13.3	i	i	i	i

Additional entries follow.
compound	MrgX1 PAM	HDAC3 inh	MrgX1 agonist	TMEM16A act	MrgX1 antag	RGS4 act	SKKanGAS inh	TRPC6 act	ANO1 block	RGS4 block	TRPC6 inh
COc1ccc(NC(=O)c2noc3c2CCCCC3)cc1	i	4.5	i	i	i	i	-22.8	i	i	i	i
Cc1ccccc1OCCC(=O)OCC(=O)Nc1cc(S(=O)(=O)N2CCOCC2)ccc1Cl	i	0.4	i	i	i	i	-1.4	i	i	i	i
CC(C)(C)c1ccc(Oc2coc3cc(OCC(=O)O)ccc3c2=O)cc1	i	-3.3	i	i	i	i	-1.4	i	i	i	i
O=C(CSCc1ccccc1)Nc1ccc(F)c(F)c1	i	0.7	i	i	i	i	5.5	i	i	i	i
Cc1ccc(-n2c(-c3nn(C)c(C)c3Cl)n[nH]c2=S)cc1	i	8.9	i	i	i	i	-5.0	i	i	i	i
CCc1cc(Cn2nc(-c3ccccc3)cc2C(=O)NCc2cccs2)on1	i	12.6	i	i	i	nt	nt	nt	i	nt	nt
CC(=O)CCc1ccc(Oc2nc(-c3cccnc3)nc3ccccc23)cc1	i	0.9	i	i	i	i	7.0	i	i	i	i
CCOC(=O)Cc1csc(NC(=O)NC2(C(F)(F)F)Oc3cc(Cl)c(Cl)cc3O2)n1	i	6.9	i	i	i	i	1.9	i	i	i	i
CCOCCCNC(=S)NCCNc1nc2c(C)cccc2cc1C#N	i	-12.0	i	i	i	i	-2.5	i	i	i	i
N#Cc1ccc(OCC(O)CN2CCN(c3ncc(C(F)(F)F)cc3Cl)CC2)cc1 (stereo not drawn)	i	15.9	i	i	i	i	-2.8	i	25*	i	i
Cc1ccc(OC(C)C(=O)Nc2ccccc2C(=O)N2CCN(C)CC2)cc1 (stereo not drawn)	i	-0.1	i	i	i	i	-0.4	i	i	i	i
Cc1ccccc1N(CC(=O)NCc1ccc2c(c1)OCO2)C(=O)CCC(=O)Nc1ccccn1	i	3.8	i	i	i	i	-0.8	i	i	i	i
Oc1ccc(N=Nc2nc(-c3ccccc3)c(-c3ccccc3)[nH]2)cc1	i	0.6	i	i	i	i	30.9	i	i	i	i
O=C(Nc1ccccc1-c1ccccc1)c1ccc(Cl)c([N+](=O)[O-])c1	i	-2.7	i	i	i	i	-2.8	i	i	i	i
CC1CCN(C(=O)CNC(=O)Cn2ccc3ccccc3c2=O)CC1	i	4.2	i	i	i	i	-3.0	i	i	i	i
CCOC(=O)CC1C(=O)NCCN1S(=O)(=O)c1ccc(Cl)cc1 (stereo not drawn)	i	-1.2	i	i	i	i	0.5	i	i	i	i
COc1cccc(OC)c1C(=O)Nc1ccccc1C(=O)N1CCCC1	i	-1.0	i	i	i	i	3.5	i	i	i	i
Cc1ccccc1CSCCNC(=S)Nc1ccccc1	i	2.7	i	i	i	i	-15.4	i	i	i	i
COc1c(N2CCN[C@H](C)C2)c(F)cc2c(=O)c(C(=O)O)cn(C3CC3)c12	i	9.0	i	nt	i	i	101.4*	i	i	i	i
COc1ccc(S(=O)(=O)NCCCCCC(=O)O)cc1C(=O)O	i	-2.7	i	i	i	i	-9.5	i	i	i	i
c1ccc(CN2C3=NCCN3c3ccccc32)cc1	i	4.2	i	i	i	i	0.6	i	i	i	i
Cc1[nH]c2ccccc2c1C(C[N+](=O)[O-])c1cccc(O)c1 (stereo not drawn)	i	2.9	i	i	i	i	2.2	i	i	i	i
COC(=O)c1ccccc1N/C=C/C(=O)c1ccc(Br)cc1	i	-5.4	i	i	i	i	-1.6	i	i	i	i
COc1c(C)cccc1C(=O)Nc1ccc(CN2CCOCC2)cc1	i	2.6	i	i	i	i	3.9	i	i	i	i
COc1ccc(-c2ccc(NCCC3=CCCCC3)nn2)cc1OC	i	8.7	i	i	i	i	-2.9	i	i	i	i
CCN(CC)CCNC(=O)c1ccc(NC(=O)c2cc(-c3ccco3)nc3ccccc23)cc1	i	-7.4	i	i	i	i	-2.1	i	i	i	i
CCCCn1c(N)c(N(CCOC)C(=O)c2c(C)noc2C)c(=O)[nH]c1=O	i	nt	i	i	i	i	-4.0	i	i	i	i
CCOC(=O)C1=C(N)n2c(s/c(=C/c3ccco3)c2=O)=C(C(=O)OC)C1c1ccco1 (stereo not drawn)	i	2.2	i	i	-5.74*	i	17.1	i	i	i	i
CCCNC(=O)c1ccccc1NC(=O)CN(c1ccccc1OCC)S(C)(=O)=O	i	5.7	i	i	i	i	-11.0	i	i	i	i
CC(NC(=O)c1cc([N+](=O)[O-])cc([N+](=O)[O-])c1)c1ccc(-n2ccnc2)cc1 (stereo not drawn)	i	-5.6	i	i	i	i	8.4	i	i	i	i

Going on with the list.
compound	MrgX1 PAM	HDAC3 inh	MrgX1 agonist	TMEM16A act	MrgX1 antag	RGS4 act	SKKanGAS inh	TRPC6 act	ANO1 block	RGS4 block	TRPC6 inh
COc1ccc(OC)c(Nc2ncnc3c2cnn3-c2ccccc2)c1	i	5.3	i	i	i	i	-5.8	i	i	i	i
Cc1cc(NC(=O)c2ccc(Cl)cc2Cl)n(CCC#N)n1	i	0.7	i	i	i	i	-0.9	i	i	i	i
CSc1cnn(-c2ccccc2)c(=O)c1SC	i	3.8	i	i	i	i	2.3	i	i	i	i
O=c1cc(NCc2ccccc2)nc2n1CCCS2	i	3.1	i	i	i	i	3.1	i	i	i	i
CC1=C(C(=O)Nc2ccc(C)cc2C)C(c2ccc(C)o2)NC(=S)N1 (stereo not drawn)	i	10.7	i	i	i	i	2.6	i	i	i	i
